Screening data (PubChem BioAssay)
HCV inhibitor: HCV inhibition; AID 651820; Huh7.5.1 HCVcc-Cre infection, luciferase reporter, 44 h; Potency, µM (doses to about 41.8 µM), inactives show top-dose activity change, negative = inhibition, most hits filed as inhibitors; hit rate 3.4% among 340,000; note: potency is the fitted concentration of half-maximal effect; % is set by controls: 0 for no effect and ±100 for the full control effect
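Infectious HCV cell culture screen: compound-treated cells (1,000/well, pre-plated 4 h) are infected with HCVcc-Cre at roughly 0.5 moi and grown 44 h. Infection is quantified by luciferase signal after 15 min substrate incubation at room temperature.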
Pf growth 96h: P. falciparum growth inhibition at 96 hour, primary screen for plastid delayed-death inhibitors | hit rate 6.9% among 320,000 | P. falciparum luciferase reporter growth, 96 h | Potency, µM (series often up to 28.7 µM), inactives show at the top dose activity change, negative = inhibition, most hits filed as inhibitors; note: potency is the fitted concentration of half-maximal effect; % is set by controls: 0 for no effect and ±100 for the full control effect
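Delayed-death screen, second-generation endpoint: infected erythrocytes, 2% hematocrit, 0.05% parasitemia final; 96 hours at 37 C, 5% CO2; luciferase detection reagent; luminescence decrease equals reduced growth.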
Shiga inhibitor: Shiga toxin inhibition | Vero cells, Shiga toxin protein synthesis inhibition reporter | inhibition, % at 38.7 µM | hit rate 9.2% among 290,000 | AID 2315; in the data active = inhibition mostly above about 28%, no sharp cut-off; inactive = mostly below about 43%; note: 0% is about no effect
LmPK inhibitor: LmPK (Leishmania mexicana) enzyme inhibition; hit rate 0.37% among 290,000; Potency, µM (top dose mostly 57.5 µM), inactives show at the highest dose activity change, negative = inhibition, hits mostly inhibitors; AID 1721; purified LmPK, Kinase-Glo ATP luminescence, 1 h; Q27686; note: potency is the fitted concentration of half-maximal effect; % is set by controls: 0 for no effect and ±100 for the full control effect
Target sequence (Q27686 whole entry, looked up): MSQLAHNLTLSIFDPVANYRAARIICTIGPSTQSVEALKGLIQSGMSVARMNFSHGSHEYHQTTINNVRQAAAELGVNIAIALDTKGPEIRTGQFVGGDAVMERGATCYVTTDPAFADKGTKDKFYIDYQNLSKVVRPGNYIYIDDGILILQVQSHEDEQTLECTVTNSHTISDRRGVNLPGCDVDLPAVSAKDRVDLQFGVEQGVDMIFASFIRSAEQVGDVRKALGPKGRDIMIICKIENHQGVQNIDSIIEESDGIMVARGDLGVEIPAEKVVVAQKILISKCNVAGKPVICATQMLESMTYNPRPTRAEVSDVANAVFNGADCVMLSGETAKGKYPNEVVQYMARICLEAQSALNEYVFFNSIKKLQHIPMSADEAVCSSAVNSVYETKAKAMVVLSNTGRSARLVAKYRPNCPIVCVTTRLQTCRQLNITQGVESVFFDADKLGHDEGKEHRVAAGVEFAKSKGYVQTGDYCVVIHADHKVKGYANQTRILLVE
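qHTS format; LmPK 0.1 nM; substrates PEP 0.5 mM and ADP 0.1 mM. One-hour room-temperature incubation, then coupled luciferase luminescence; 0.5 nM enzyme wells mark activation.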
Pf growth 48h: P. falciparum growth inhibition at 48 hours (one generation) | P. falciparum luciferase growth in erythrocytes, 48 h | Potency, µM (highest dose often 28.7 µM), for inactives: at the highest dose activity change, negative = inhibition, actives largely listed as inhibitors | hit rate 5.9% among 310,000 | AID 504832; note: potency is the fitted concentration of half-maximal effect; % is set by controls: 0 for no effect and ±100 for the full control effect
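A one-generation exposure of luciferase-tagged malaria parasites in RPMI 1640/Albumax erythrocyte culture, 37 C and 5% CO2. Inhibition is inferred from decreased luminescence after adding detection reagent.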
TbPYK inhibitor: T. brucei pyruvate kinase inhibition; Q57TT1; TbPYK enzyme, Kinase-Glo Plus ATP luminescence, 45 min; Potency, µM (series often up to 76.8 µM), inactives show at the top dose activity, negative = inhibition, usual class: inhibitors; hit rate 0.12% among 410,000; note: potency is the fitted concentration of half-maximal effect; % is set by controls: 0 for no effect and ±100 for the full control effect; nearly all actives have a fitted effect of over 50% in size
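Assay buffer: 50 mM TEA pH 7.2, 100 mM KCl, 10 mM MgCl2, 0.05% BSA, 0.01% Tween-20. Pyruvate kinase from T. brucei plus substrate met compound, then ADP (130 uM final). Luminescence was read post 45 min RT.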
Cycloheximide cs: affects cycloheximide protein synthesis inhibition readout, counter-screen. hit rate 12% among 300,000. AID 2314. cell reporter, cycloheximide protein synthesis inhibition counterscreen. max response, %; in the data active = max response mostly above about 13%, no sharp cut-off; inactive = mostly below about 14%; note: read at 38.3 µM for the half of the compounds with a filed dose; 0% is about no effect
An asterisk follows results filed as active; ? = inconclusive; · = not tested or not shown; [ ] = dose if it differs, or a comment. Unless noted, calls come from the whole dose curve; as a rule, active = well fitted curve in the direction sought with a large enough effect; inconclusive = small, poorly fitted or top-dose-only effect, or another doubt; inactive = no such curve, though single readings can be large; an effect the other way counts as inactive or inconclusive.

SMILES	HCV inhibitor	Pf growth 96h	Shiga inhibitor	LmPK inhibitor	Pf growth 48h	TbPYK inhibitor	Cycloheximide cs
Cc1cc(Cl)c2oc(C(=O)N(C)CCCCN3CCOCC3)c(C)c2c1	?	?	-2	-2%	-13%	2%	-1
CCC(=O)N1CCN=C1SCc1c(F)cccc1Cl	8%	-20%	-7	-5%	18%	4%	-8
Fc1cccc(CN2CCN(Cc3nc(CCc4ccccc4)no3)CC2)c1	5%	10µM*	-5	8%	35%[activator]	4%	-2
Cc1cccc(C)c1NC(=O)c1sc(N)nc1-c1ccccc1	-2%	9%	-6	9%	-1%	-4%	-5
Cc1ccc(-n2nc3c(c2NC(=O)c2ccc(OC(C)C)cc2)CS(=O)C3)cc1 (configuration not stated)	8%	?	-15	0%	7%	-3%	-3
COc1ccc(-n2nc(C(=O)NCC(=O)Nc3ccc(F)cc3)c3ccccc3c2=O)cc1	-5%	4%	-8	2%	12µM*	-5%	-2
Cc1ccc(OCC(=O)Nc2cccc(O)c2)cc1C	9%	-1%	79*	-4%	99%[activator]	-19%	40*
CCC(C)(C)NC(=O)c1cc(S(=O)(=O)N2CCCCC2)ccc1N1CCOCC1	9%	0%	20	3%	?	-2%	1
Cc1cccc(OCCN2CCOCC2)c1C	20%	?	26	-2%	20%	-3%	2
CN1CCc2c(sc(NC(=O)CS(=O)(=O)c3ccccc3)c2C(N)=O)C1	10%	11%	·	·	-2%	-1%	·
CN(C/C=C/c1ccccc1[N+](=O)[O-])Cc1ccccc1	4%	6%	·	1%	?	14%	8
COC(OC)c1ccnc(-c2ccc(OC(=O)c3ccc(F)cc3)cc2)n1	25%	82%[activator]	24	0%	?	-2%	20
Cn1nnnc1-c1cc(Br)ccc1NC(=O)c1ccccc1	10%	?	-4	-3%	4%	1%	-1
COc1ccc(S(=O)(=O)N2CCC(C(=O)NCC3CC3)CC2)cc1	-10%	3%	-6	-2%	10µM*	6%	-4
Cc1cc(C)cc(NC(=O)CSc2nc3ccncc3[nH]2)c1	-16%	?	14	7%	·	1%	-4
CCn1c(CNC(=O)c2cccc(C)c2)nnc1SCC(=O)Nc1nnc(C)s1	13%	6%	-6	-2%	22%	0%	-5
CCC(C)n1c(SCC(=O)NC(=O)c2cccn2C)nc2ccccc2c1=O (configuration not stated)	?	?	-6	5%	?	-7%	13
Cc1ccn2c(=O)c(NC(=O)c3cccs3)c(C)nc2c1	-28%	7%	·	·	2%	-8%	·
Cc1ccc(C)c(OCCCCn2cnc3ccccc3c2=O)c1	-26%	2%	8	5%	-5%	10%	-2
CN(C)c1ccc(/C=N/NS(=O)(=O)c2ccc(Br)cc2)cc1	?	41%[activator]	32	15%	36%[activator]	-1%	9
Cc1cccc(S(=O)(=O)NNC(=O)c2cc(-c3ccc(F)cc3)nc3ccccc23)c1	-21%	-2%	-11	2%	?	3%	-3
Cc1ccc(CS(=O)(=O)CCC(=O)NCc2ccccn2)cc1	0%	9%	-4	1%	21%	2%	-3
C[C@@H]1CN(Cc2nc(-c3ccc(Cl)cc3)no2)C[C@H](C)O1	-21%	10%	32	2%	-11%	-7%	13
COc1cc2c(cc1NC(=O)C(C)OC(=O)/C=C/c1ccc(OC(F)F)cc1)oc1ccccc12 (configuration not stated)	?	-5%	-30	0%	33%[activator]	4%	23
O=C(CN1CCN(S(=O)(=O)c2ccccc2Cl)CC1)NCC1(N2CCOCC2)CCCCC1	-4%	?	·	·	12µM*	3%	·
COC(=O)c1cc(-c2cc(OC)ccc2OC)nc2c1c(=O)n(C)c(=O)n2Cc1ccccc1	-9%	2.1µM*	-6	1%	?	1%	5
Cc1cc(C)c2nc(NC(=O)CN3C(=O)NC4(CCCC4)C3=O)sc2c1	?	-3%	·	·	0%	-1%	·
CC(C)CN(C(=O)c1ccc(F)cc1F)c1c(N)n(CC(C)C)c(=O)[nH]c1=O	5%	3%	14	-1%	1%	11%	-6
CC(=O)Oc1ccc(C(=O)[C@H]2[C@H]3C(=O)N(c4ccc(C)cc4)C(=O)[C@H]3[C@@H]3C=CC=NN32)cc1	17%	94%[activator]	46*	-2%	55%[activator]	-11%	24*
c1ccc(CSCCc2ccncc2)cc1	-2%	41%[activator]	-6	-6%	·	-10%	8
CC1CCN(C(=O)c2nc[nH]c2C(=O)O[C@H](C)c2ccccc2)CC1	-8%	?	·	·	-2%	-2%	·
COc1ccc2[nH]c(C(=O)N3CCNCC3)cc2c1OC	11%	?	21	2%	?	-7%	9
Cc1cc(C(=O)N(C)C)sc1-c1ccccc1	-4%	271%[activator]	71*	0%	267%[activator]	0%	63*
Cc1nc2ccc(NC(=O)Cc3ccc(Br)cc3)cc2s1	?	15%	-8	13%	-12%	4%	2
CCCCCn1c(=O)c(F)cn(Cc2ccc(OC)c([N+](=O)[O-])c2)c1=O	-8%	-13%	-5	5%	-2%	0%	-4
OCC[C@H]1C[C@H](O)[C@@H](O)[C@@]2(Cc3ccccc3CCO2)O1	?	93%[activator]	·	·	3%	-1%	·
O=C(NNS(=O)(=O)c1ccc(F)cc1)c1cccc(O)c1	4%	?	12	-2%	2%	-11%	-2
CN(CC1CCN(CCc2cccc(C(F)(F)F)c2)CC1)C(=O)c1ccc(F)cc1F	-28%	18%	10	5%	?	0%	1
Cc1ccc2c(Cl)cc(Cl)c(OCC(=O)Nc3cccc(S(=O)(=O)N(C)C)c3)c2n1	?	18%	-8	7%	8%	-2%	1
CC(=O)Nc1ccc(S(=O)(=O)N(C2=NCC(C)S2)c2ccccc2)cc1 (configuration not stated)	?	40%[activator]	2	2%	?	6%	-3
Fc1cccc(Cl)c1CNc1ccc(N2CCCC2)cc1	-28%	23%	22	-15%	?	?	29*
COc1ccc(NC(=O)NNC(=O)c2ccc(Cl)cc2Cl)cc1OC	1%	19%	-6	-13%	?	2%	-4
COC(=O)C/C=C/[C@@H](C)[C@@H](/C=N/OC[C@H]1O[C@H](c2ccccc2)C=C[C@@H]1Oc1ccc(OC)cc1)OC	7%[8.37 µM]	?	-15	-2%	-67%	·	-3
COc1ccc(NS(=O)(=O)c2cc(NC(=O)C3CC3)ccc2N2CCOCC2)cc1	-24%	-25%	8	3%	?	-5%	-2
CCc1nnc(NS(=O)(=O)c2ccc(NC(=O)c3cccc(Cl)c3)cc2)s1	15%	28%	21	2%	7%	-1%	-1
Cc1ccc(C2C3=C(CC(C)(C)CC3=O)N=C3c4ccccc4C(=O)C32)cc1 (configuration not stated)	?	17%	-9	-4%	8.3µM*	-20%	-2
COC(=O)c1ccc(NC(=O)Nc2ccc(F)cc2)cc1	?	?	107*	-6%	?	0%	26*
O=C(c1ccc(F)cc1F)N1CCCC(c2nc(-c3ccc(F)cc3)no2)C1 (configuration not stated)	11µM*	20%	14	-7%	22%	1%	17*
O=C(c1ccccc1-n1cccc1)N1N=C(C(F)F)CC1(O)C(F)F (configuration not stated)	13%	?	-9	-2%	-18%	-5%	-3
O=C(CSc1ccc(-c2ccc(Br)cc2)nn1)N1CCOCC1	-4%	-15%	38	3%[11.5 µM]	-29%	4%	15
Additional entries
SMILES	HCV inhibitor	Pf growth 96h	Shiga inhibitor	LmPK inhibitor	Pf growth 48h	TbPYK inhibitor	Cycloheximide cs
COc1cc2c(cc1O)C(SC)=NC(C)(C)C2	?	14%	-2	-1%	?	2%	-3
CSc1ncccc1C(=O)NC1CCN(Cc2ccccc2)CC1	-1%	?	-8	-3%	0%	-13%	-1
O=[N+]([O-])c1cccc(CSC2=NCCN2S(=O)(=O)c2ccccc2)c1	-29%	?	-10	-9%	?	-5%	8
O=C(CCC(=O)Nc1ccccc1Cl)NNC(=O)COc1ccc([N+](=O)[O-])cc1	3%	-6%	·	·	13%	-5%	·
CN(C)S(=O)(=O)c1ccc(C(=O)NCc2ccco2)cc1	3%	5%	-16	1%	63%[activator]	0%	1
CN(C)S(=O)(=O)c1cccc(C(=O)NCC2CCCCC2)c1	-13%	-2%	22	-3%	3%	-10%	-1
CC1(C)NC(=O)N(CC(=O)N2CCN(S(=O)(=O)c3ccccc3C(F)(F)F)CC2)C1=O	-14%	-31%	·	·	?	-1%	·
CC1(c2ccc(OC(F)F)cc2)NC(=O)N(CC(=O)Nc2ccc(OC(F)F)cc2)C1=O (configuration not stated)	?	11%	3	-1%	7%	-6%	-8
Cc1nn(-c2ccccc2)c2nc(C(F)F)cc(C(F)F)c12	?	-22%	·	·	-22%	-1%	·
CC(C)C(=O)Nc1cccc(C(=O)Nc2ccc(S(=O)(=O)Nc3nccs3)cc2)c1	9%	157%[activator]	21	4%	13%	0%	-1
Cc1sc2ncn(CC(=O)N3CCCC(C)C3)c(=O)c2c1S(=O)(=O)N1CCCCC1 (configuration not stated)	10%	34%[activator]	-1	-4%	-12%	-1%	-3
CCc1c(C)nc2c(C#N)c(C)[nH]n2c1=O	15%	5.2µM*	-4	-2%	28%	4%	-2
Cc1cc(/C=C2\SC(=S)N(Cc3ccco3)C2=O)c(C)n1-c1cccnc1	?	?	-3	9%	3%	-1%	16
COc1ccc(S(=O)(=O)n2nc(C)c(S(=O)(=O)N3CCOCC3)c2C)cc1OC	·	-4%	-6	1%	-1%	·	-2
CCC(CC)C1=NN2C(=N)/C(=C\c3cc(C)n(-c4cccc(C)c4)c3C)C(=O)N=C2S1	-17%	25%	-10	2%	-9%	-1%	4
CCOC(=O)N1CCN(C(=O)c2ccc3c(=O)n(Cc4ccccc4)c(=S)[nH]c3c2)CC1	-1%	·	-13	-2%	5%	-23%	-1
CN(C)/C=N/c1c(C#N)cnn1-c1ccccc1	-8%	·	-8	4%	·	-5%	-1
Cc1cc2nc(-c3cccc(NC(=O)c4ccc(Br)o4)c3C)oc2cc1C	-27%	24%	30	-5%	-32%	9%	24*
Cn1ncc(Br)c1C(=O)N1CCCC1	10%	6%	-26	-7%	14%	-4%	12
C#CCNC(=O)C(C)c1ncc(C(F)(F)F)cc1Cl (configuration not stated)	15%	120%[activator]	-7	-5%	-4%	?	3
O=C(O)c1c(C(=O)O)c(-c2ccc(F)cc2)n2c1CCC2	30%	13%	1	0%	3%	3%	-3
Cc1c(N2C(=O)c3cccc4cccc(c34)C2=O)cnn1C	-6%	28%	-4	-1%	17%	-1%	-2
Cc1cc2oc(C(=O)N(Cc3ccccc3)c3ccccn3)cc(=O)c2cc1Cl	-22%	3%	-3	6%	-7%	-15%	-1
NS(=O)(=O)c1ccc(O)c(N2C(=O)c3cccc4c(C(=O)O)ccc(c34)C2=O)c1	16%	15%	55	0%	25%	-1%	11
CC1CCCCN1CCn1c(=S)[nH]c2cc3c(cc2c1=O)OCO3 (configuration not stated)	?	4%	16	12%	-2%	-4%	6
CCCCC1CC(CSc2ncn[nH]2)OC1=O (configuration not stated)	8%	7%	-14	-6%	10%	1%	-8

Just TbPYK inhibitor and HCV inhibitor (2 entries from above):
| Compound | TbPYK inhibitor | HCV inhibitor |
| --- | --- | --- |
| CN(C)S(=O)(=O)c1ccc(C(=O)NCc2ccco2)cc1 | 0% | 3% |
| CN(C)S(=O)(=O)c1cccc(C(=O)NCC2CCCCC2)c1 | -10% | -13% |
